IMPase Li inh – IMPase inhibition in cells with lithium potentiation | Potency, µM (series often up to 59.4 µM), inactives show at the highest dose activity, negative = IMPase inhibition, actives largely listed as inhibitors | AID 1457 | CHO-M1 cells, IP1 TR-FRET (IP-One), carbachol + lithium | 210,000 compounds, 0.35% hits;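 further: IP1 builds up when IMPase is blocked and the TR-FRET signal falls; plate controls were basal vehicle for no effect and high inhibitor control for full effect; nearly all actives have a fitted effect of over 50% in size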
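CHO cells stably expressing M1 receptor (2000/well) were cultured 16–30 h, then exposed to compounds with a small lithium addition for 30 min at 37C. IP1 was measured by TR-FRET competition; AC50 from Hill fits.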
GoLoco inh red – blocks human Gai1 binding to RGS12 GoLoco peptide, red readout. Potency, µM (doses to about 61.6 µM), without a hit: at the highest dose activity, negative = inhibition, hits mostly inhibitors. 230,000 compounds, 0.44% hits. P63096. Gai1:RGS12 GoLoco peptide FP, rhodamine, 10 min; active means well fitted inhibition curve with a large enough effect, not every such curve was filed as active; inactive means no such curve, though single readings can be large or run the other way; further: on the % scale 0 is the no-effect control and ±100 the full control effect; nearly all actives have a fitted effect of over 30% in size; many of its hits are not listed in these tables
Target sequence (P63096 whole entry, looked up): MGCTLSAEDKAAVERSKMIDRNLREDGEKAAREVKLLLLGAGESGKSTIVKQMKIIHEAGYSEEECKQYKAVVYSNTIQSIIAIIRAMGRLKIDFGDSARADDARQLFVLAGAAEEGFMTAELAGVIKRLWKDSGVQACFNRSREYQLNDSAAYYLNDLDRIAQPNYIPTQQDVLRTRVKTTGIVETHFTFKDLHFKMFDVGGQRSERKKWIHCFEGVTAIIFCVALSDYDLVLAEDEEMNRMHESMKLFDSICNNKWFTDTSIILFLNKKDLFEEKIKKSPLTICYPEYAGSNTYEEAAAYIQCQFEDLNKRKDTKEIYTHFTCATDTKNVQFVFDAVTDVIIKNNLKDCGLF
HTT cytoprotect – Huntington cell model cytoprotection by ATP luminescence. AID 1471. Potency, µM (doses to about 56.4 µM), inactives show cytoprotection (ATP increase), most hits filed as activators. 230,000 compounds, 0.14% hits. PC12 HTT-Q103 induced, cytoprotection, ATP luminescence, 40 h;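 further: % of control where 0% means no effect; nearly all actives have a fitted effect of over 45% in size; toxic huntingtin expression switched on by the ecdysone agonist tebufenozide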
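Compounds were screened for protection of PC12 cells against cell death after tebufenozide induction (100 nM final) of mutant Huntingtin exon 1 (Q103) fused to GFP.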
GAA inh – blocks human lysosomal alpha-glucosidase; P10253; purified human GAA, 4-MU-alpha-glucoside fluorescence; Potency, µM (titrated, usually from 76.9 µM), for inactives: at the highest dose activity change, negative = inhibition, usual class: inhibitors; 200,000 compounds, 0.005% hits;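 further: plate controls were uninhibited enzyme wells for no effect and no-enzyme background for full effect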
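Fluorogenic assay: 4 nM human alpha-glucosidase with 400 uM 4-methylumbelliferyl-alpha-D-pyranoside in 50 mM citrate/phosphate, 0.005% Tween-20, pH 5.0, 20 min at room temperature. Compounds tested up to 77 uM; AC50 from Hill fits.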
HTT aggregate – mutant huntingtin aggregation inhibition | AID 1688 | 220,000 compounds, 1.1% hits | PC12 HttQ103-GFP aggregates, Acumen cytometry, 40 h | Potency, µM (top dose mostly 46.1 µM), for the others: at the highest dose activity change, negative = inhibition, actives largely listed as inhibitors; further: on the % scale 0 is the no-effect control and ±100 the full control effect; nearly all actives have a fitted effect of over 60% in size
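PC12 cells with ecdysone-inducible HTT exon1 Q103-GFP, induced by 100 nM tebufenozide, given compounds in a concentration series. GFP aggregates (1–25 um, 6 SD above background) counted in lysates by laser-scanning cytometry, 488 nm excitation.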
GAA spleen mod – inhibits or activates alpha-glucosidase in human spleen homogenate. P10253. human spleen homogenate, 4-MU-alpha-glucoside fluorescence. Potency, µM (top dose mostly 79.9 µM), for inactives: top-dose activity change, negative = inhibition, hits mostly inhibitors. 240,000 compounds, 0.006% hits. AID 2112;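 further: 0% = enzyme with vehicle and -100% = no enzyme basal signal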
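AC50 values come from Hill-equation fits of concentration-response data, normalized to no-enzyme and full-activity controls. Enzyme source: 1 ug human spleen homogenate; 1 mM fluorogenic 4-MU glucoside, pH 5.0 citrate buffer, 37 C, 40 min.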
GAA glycogen mod – alters human alpha-glucosidase cleavage of glycogen. Potency, µM (series often up to 76.4 µM), for inactives: at the highest dose activity change, negative = inhibition, hits mostly inhibitors. 300,000 compounds, 0.38% hits. recombinant GAA, glycogen substrate, Amplex Red glucose oxidase fluorescence. P10253;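 further: 0% = full enzyme reaction and -100% = no-enzyme basal signal; the screen sought inhibitors and activators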
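Recombinant human enzyme (4 nM); glycogen substrate; 37 C, 40 min, pH 5.0. Readout: coupled glucose oxidase/Amplex Red fluorescence.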
* marks the source's active call; other numbers are inactive results; ? = inconclusive; nt = no result given; [ ] = dose if it differs, or a comment. Unless noted, the call rests on the fitted dose curve; in most records, active means well fitted curve in the direction sought with a large enough effect; inconclusive means small, poorly fitted or top-dose-only effect, or another doubt; inactive means no such curve, though single readings can be large; an effect the other way counts as inactive or inconclusive. Potency means the concentration at half of the fitted maximal effect. An excerpt (hit frequency here may not be typical).

structure | IMPase Li inh | GoLoco inh red | HTT cytoprotect | GAA inh | HTT aggregate | GAA spleen mod | GAA glycogen mod
COc1ccc(CNC(=O)C(=O)NCc2ccncc2)cc1 | 6% | 10% | -4%[10 µM] | 10% | -8%[9.22 µM] | 2% | -3%
O=C(NC1CCCCCC1)c1cccnc1Sc1ccc(Cl)cc1 | 0% | 1% | 19%[10 µM] | -2% | -3% | 2% | 9%
N#Cc1c(Cn2cncn2)nc(=O)n(-c2ccccc2)c1N | -1% | -7% | 28% | 2% | 5%[9.22 µM] | 6% | 11%
CC(C)(C)C(=O)CSc1nccc(=O)[nH]1 | -15%[38.3 µM] | 8% | 3% | -15% | 8% | -2% | -10%
CCOC(=O)c1[nH]c2ccc(OC)cc2c1NC(=O)CN1CCC2(CC1)OCCO2 | -3%[38.3 µM] | -12% | -26%[0.074 µM] | ? | 19% | 2% | -4%
Cc1ccc(S(=O)(=O)Nc2ccc3c(c2)nc(CCN2CCCCC2)n3C)cc1 | nt | -2% | 1%[10 µM] | nt | -4%[9.22 µM] | 2% | 2%
Cc1ccc(/C(O)=C2/C(=O)C(=O)N(CCN3CCOCC3)C2c2cccs2)cc1 (stereo not drawn) | -10%[38.3 µM] | 9% | -6% | ? | 31% | -17% | 18%
Cc1ccc(SC(C)C(=O)NCc2ccc(F)cc2)cc1 (stereo not drawn) | 16% | 0% | -30% | ? | -6% | 1% | 19%

3 records drawn at random from the list so far:
structure | IMPase Li inh | GoLoco inh red | HTT cytoprotect | GAA inh | HTT aggregate | GAA spleen mod | GAA glycogen mod
O=C(NC1CCCCCC1)c1cccnc1Sc1ccc(Cl)cc1 | 0% | 1% | 19%[10 µM] | -2% | -3% | 2% | 9%
N#Cc1c(Cn2cncn2)nc(=O)n(-c2ccccc2)c1N | -1% | -7% | 28% | 2% | 5%[9.22 µM] | 6% | 11%
CCOC(=O)c1[nH]c2ccc(OC)cc2c1NC(=O)CN1CCC2(CC1)OCCO2 | -3%[38.3 µM] | -12% | -26%[0.074 µM] | ? | 19% | 2% | -4%

(more compounds)
structure | IMPase Li inh | GoLoco inh red | HTT cytoprotect | GAA inh | HTT aggregate | GAA spleen mod | GAA glycogen mod
CCOC(=O)N1CCN(C(=O)C(c2ccccc2)c2ccccc2)CC1 | 13%[38.3 µM] | 0% | 11% | -6%[15.4 µM] | 22% | 9% | -9%
CCC(=O)Nc1cc(C)c(OC)c(C)c1 | 6% | -11% | -24% | 10% | 9% | -16% | -9%
COc1ccc(/C=C/C(=O)NCc2cnn(C)c2C)cc1COc1ccc(Br)cc1 | 17%[38.3 µM] | -5% | -72%[inhibitor] | -5% | -18% | -9% | -3%
COc1ccc(/C=N/NC(=O)CSc2ccccc2)cc1OC | 7% | 0% | -1%[10 µM] | ? | 17% | 11% | 1%
Cc1cc(NN)nc2ccc(Cl)cc12 | -4% | 1% | -48%[inhibitor] | -2% | -12% | nt | 7%
COc1ccc(CC(NC(C)=O)C(=O)NC2CCN(c3c4c(nc5ncnn35)CCC4)CC2)cc1OC (stereo not drawn) | nt | -1% | 12%[10 µM] | nt | -6%[9.22 µM] | -4% | 2%
O=C(/C=C/c1ccco1)OCn1nnc2ccccc2c1=O | -5% | 4% | -42%[inhibitor] | -13% | 9% | 1% | 7%
CCC(C)C(NC(=O)c1ccccc1NC(=O)c1ccco1)C(=O)O (stereo not drawn) | 1%[38.3 µM] | -2% | -2%[10 µM] | 2% | -10% | 10% | 9%
CCCN1CCN(C(=S)Nc2sc(CC)cc2C(=O)OC)CC1 | 2% | 13% | -17%[10 µM] | -5% | -18%[9.22 µM] | -4% | -22%
C=CCNC(=O)COc1cc(C)cc(C)c1C | -1% | 8% | -28% | 3% | 2% | -9% | -5%
CCN(CC)c1nc(OCCNC(=O)Nc2ccccc2)nc(N(CC)CC)n1 | 35%[activator][38.3 µM] | 2% | -44%[inhibitor] | -18% | ? | -11% | -17%
COc1ccc(CN2CCN(S(=O)(=O)c3ccccc3)CC2)cc1Br | 23%[38.3 µM] | 3% | 7% | -10% | -14% | -4% | -6%
O=c1c(-c2cc(F)cc(F)c2)nc2cnc(Oc3ccccc3)nc2n1C[C@H]1CCCO1 | 9% | 2% | 20% | nt | nt | 5% | nt
c1cnc2ccc(C(c3nnnn3C3CCCCC3)N3CCN4CCCC4C3)cc2c1 (stereo not drawn) | 16%[38.3 µM] | -1% | -1% | 0% | 1% | -3% | 5%
COCCNC(=O)/C(C#N)=C/c1ccc(-c2ccc(S(=O)(=O)N3CCOCC3)cc2)o1 | -1% | 17% | 25%[10 µM] | ? | 3% | 1% | -1%
Cc1cccc2cc(CN(Cc3cccs3)Cc3nnnn3Cc3ccccc3)c(=O)[nH]c12 | 10%[38.3 µM] | 8% | -17%[10 µM] | -9% | -18% | -1% | 0%
CC(=O)Nc1cccc(C(=O)OC(C(=O)c2ccc(C)c(C)c2)c2ccccc2)c1 (stereo not drawn) | 11%[38.3 µM] | 10% | -28% | -3% | 23% | -7% | -2%
COc1ccc(/C=C2\SC(=O)N(CCC(=O)Nc3ccccc3)C2=O)cc1OC | 108%[activator] | 8% | nt | 6% | -16% | 4% | 1%
Cc1cc(Br)ccc1NC(=O)c1cnc(N2CCN(c3ccccn3)CC2)c2ccccc12 | 7% | -5% | -26% | 5% | -5% | 2% | -4%
COC(=O)N1[C@H]2CC[C@@]3(C)CC(=O)C[C@]1(C)C3c1ccccc12 | 2% | 3% | 12% | nt | nt | -3% | nt
O=S(=O)(Nc1ccc(O)c(Sc2nc3ccccc3s2)c1)c1ccc(F)cc1 | 0% | 1% | -3%[10 µM] | -1% | -20% | 3% | ?
CC(=O)c1ccc(N2CCN(C(=O)c3cc(-c4ccc5c(c4)OCO5)nc4ccccc34)CC2)cc1 | 8%[38.3 µM] | 0% | -5% | 2% | ? | 0% | 6%
O=C1C2C3C=CC(O3)C2C(=O)N1CC(O)c1ccccc1 (stereo not drawn) | -3%[38.3 µM] | -6% | -1% | -4% | 0% | -14% | -8%
Nc1n[nH]c(-c2ccccc2)n1 | -25%[38.3 µM] | 8% | -6% | 7% | -9% | -12% | -12%
CCc1cccc(CC)c1NC(=O)COn1nnc2ccc(C(F)(F)F)cc21 | 2% | 9% | -21%[10 µM] | -1% | 2% | -16% | -6%
CCNC(=S)NNC(=O)CCn1c2ccccc2c2ccccc21 | -8%[38.3 µM] | 11% | 2% | -6% | 12% | -9% | -12%
CCOc1ccccc1N1CCN(C2=C(NS(=O)(=O)c3cccs3)C(=O)c3ccccc3C2=O)CC1 | 53%[activator][38.3 µM] | -8% | -32% | -13% | -13% | -3% | -21%
CCOC(=O)NC1c2ccccc2Oc2ccccc21 | nt | -6% | 13%[10 µM] | nt | 8%[9.22 µM] | -1% | -4%
O=C(Cc1c[nH]c2ccccc12)Nc1nnc(C2CC2)s1 | 7% | 24% | -3% | 1% | 11% | -11% | -1%
CCCCSc1nc2c(c(=O)n1CC)SC(C)C2 (stereo not drawn) | 26%[38.3 µM] | 4% | -5% | -4% | ? | 1% | 0%
O=C(O)c1cc([N+](=O)[O-])ccc1C(=O)Nc1ccccc1 | 11%[38.3 µM] | -12% | -3% | -1% | -6% | 1% | 0%
Cc1ccc(N(C(=O)CCC(=O)Nc2nccs2)C(C(=O)NC(C)(C)C)c2ccc(O)cc2)cc1 (stereo not drawn) | -3% | 1% | nt | -10% | nt | 5% | 14%
CCC(C)NC(=O)CNC(=S)N(Cc1ccccc1F)C1CCCCC1 (stereo not drawn) | 4% | -1% | -40% | -6% | 11% | -17% | 3%
CC(C)CCN=CC1=C(O)CC(c2ccccc2)CC1=O (stereo not drawn) | 17% | 8% | -32%[inhibitor] | -9% | -10% | nt | 1%
CCc1ccc(NC(=O)c2ccc3nc(N)sc3c2)cc1 | 15%[38.3 µM] | -5% | -31% | -3% | 5% | -5% | -3%
COc1ccccc1/C=C(\NC(=O)c1ccc(OC)c(OC)c1)C(=O)Nc1cc([N+](=O)[O-])ccc1C | -3% | 8% | 10%[10 µM] | 4% | 29% | 3% | 0%
CN(C)c1nc(-c2ccc3c(c2)OCO3)nc2ccccc12 | 13% | 7% | -103%[inhibitor] | nt | nt | -7% | nt
COc1ccc(C)cc1NC(=O)N1CCC(CO)(CC2CCCCO2)CC1 (stereo not drawn) | -3% | 9% | nt | 9% | nt | -1% | 0%
CCn1c(COc2cccc(C)c2)nnc1SCC(=O)Nc1cccc(C(=O)OC)c1 | 16%[38.3 µM] | 2% | -7% | -3% | 16% | 2% | -5%
c1cc(Nc2ncnc3sc4c(c23)CCC4)ccn1 | -2% | -124% | -6% | 3% | 28% | 7% | -10%
O=C1Nc2ccccc2OC1CC(=O)N1CCOCC1 (stereo not drawn) | -1%[38.3 µM] | 0% | -12% | 9% | 0% | 6% | 11%
Cc1cccc(NC(NC(=O)c2ccccc2[N+](=O)[O-])C(Cl)(Cl)Cl)c1 (stereo not drawn) | -2% | -2% | -2%[10 µM] | 2% | 4% | 2% | -6%
O=c1cc(-c2ccccc2)[nH]c2[nH]n(-c3ccccc3)c(=O)c12 | 13%[38.3 µM] | 5% | -20%[0.074 µM] | -17% | 0% | -1% | ?
O=C(N/N=C/c1ccc(F)c(F)c1)c1cc2c(s1)-c1ccccc1CC2 | 14%[38.3 µM] | 5% | 1%[10 µM] | ? | -3% | 4% | 7%
CC1=C(C#N)C(=O)NC(=O)/C1=C/c1ccc(-c2ccc(S(N)(=O)=O)cc2)o1 | 4% | -13% | -26% | 6% | ? | -13% | 0%
CCCCNCC(O)(c1ccc(Cl)cc1)c1ccc(Cl)cc1 | -5% | 2% | -7%[10 µM] | -9% | -33% | 3% | 5%
O=S(=O)(c1cccc(Cl)c1Cl)N1CCCCC1 | 5%[38.3 µM] | 1% | -21%[0.074 µM] | -3% | 19% | -1% | 0%
CN1c2ccccc2C(O)=C(C(=S)Nc2ccccc2)S1(=O)=O | -7% | 2% | 2%[10 µM] | -4% | 11% | -5% | -2%
Cc1cc2cc(CNC(=O)c3ccc(S(=O)(=O)N4CCOCC4)cc3)ccc2n1C | 1%[38.3 µM] | -102% | -13%[10 µM] | -15% | -10% | 5% | 1%
CC(=O)Nc1ccccc1C(=O)C(=O)Nc1cccc(C(=O)NCC2CCCO2)c1 (stereo not drawn) | -3% | 3% | -15%[10 µM] | -4% | 5% | 2% | -2%
CC(=O)c1cccc(S(=O)(=O)NCC2CCCCC2)c1 | -3% | 2% | 31%[10 µM] | -8% | -21% | 3% | -1%
